Assay outcomes deposited in PubChem BioAssay by The Scripps Research Institute Molecular Screening Center.
PREPL inhibitor: inhibits the human prolyl oligopeptidase-like enzyme; 320,000 tested, 0.68% active; recombinant PREPL, fluorescence polarization activity-based probe; AID 2751; Q4J6C6; inhibition, % at 5.96 µM; in the data active means inhibition above about 43%;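 further: 0% = enzyme with DMSO and 100% = wells lacking enzyme; many of its hits are not listed in these tables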
LYPLA1 inh: LYPLA1 (human) inhibition in PME1 counter-screen; 320,000 tested, 0.16% active; recombinant LYPLA1, FP-Rh probe fluorescence polarization; O75608; AID 2174; inhibition, % at 5.9 µM;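 active means inhibition above the mean of all tested compounds plus 3 SD, set per campaign, cut at about 14% in these data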;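 further: inhibitors block serine hydrolase probe labeling of LYPLA1 so polarization falls; 0% = enzyme with DMSO and 100% = wells lacking LYPLA1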
GSTO1 inh: GSTO1 inhibition, counter-screen for RBBP9 inhibitors; recombinant GSTO1, activity-based probe fluorescence polarization; inhibition, % at 5.96 µM; 300,000 tested, 1.1% active; AID 1974;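 active means inhibition above the campaign mean inhibition plus 3 SD, cut at about 35% in these data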;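 further: 0% = GSTO1-1 with DMSO and 100% = wells lacking GSTO1-1 enzyme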
Target sequence (P78417 whole entry, looked up): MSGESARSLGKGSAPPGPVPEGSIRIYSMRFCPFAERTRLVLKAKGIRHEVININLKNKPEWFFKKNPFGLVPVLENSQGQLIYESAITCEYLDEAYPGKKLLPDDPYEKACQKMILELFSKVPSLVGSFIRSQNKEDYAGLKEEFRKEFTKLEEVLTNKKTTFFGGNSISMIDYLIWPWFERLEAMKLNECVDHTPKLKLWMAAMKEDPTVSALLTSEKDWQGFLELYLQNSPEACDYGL
PAFAH1B3 inh: inhibitors of human PAFAH1B3. Q15102. recombinant PAFAH1B3, FP-rhodamine probe, fluorescence polarization. inhibition, % at 3.39 µM. 340,000 tested, 0.28% active. AID 492972;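 active means inhibition above the screen-wide average of all tested compounds plus 3 SD, cut at about 25% in these data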;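 further: 0% = enzyme with DMSO only and 100% = wells lacking PAFAH1B3 protein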
Target sequence (Q15102 whole entry, looked up): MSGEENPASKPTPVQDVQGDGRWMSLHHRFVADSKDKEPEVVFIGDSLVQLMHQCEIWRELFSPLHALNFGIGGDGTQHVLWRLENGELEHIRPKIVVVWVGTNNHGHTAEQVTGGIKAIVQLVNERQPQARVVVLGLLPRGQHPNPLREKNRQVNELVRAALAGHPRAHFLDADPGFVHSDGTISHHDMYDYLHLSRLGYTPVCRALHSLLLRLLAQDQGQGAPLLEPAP
EBNA-1 inhibitor: blocks EBNA-1 binding to DNA. EBNA-1 DNA binding, fluorescence polarization. inhibition, % at 14.8 µM. 300,000 tested, 0.34% active; in the data active means inhibition above about 28%
PAD4 FP inh: PAD4 (human) enzyme inhibition. recombinant PAD4, RCA probe fluorescence polarization. inhibition, % at 6.36 µM. 330,000 tested, 0.41% active. AID 485272;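 active means percent inhibition above a cutoff equal to the mean of all tested compounds plus 3 SD, cut at about 15% in these data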;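 further: 0% = PAD4 with RCA probe and DMSO and 100% = probe without PAD4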
LYPLA2 counter: LYPLA2 (human) inhibition in PME1 counter-screen | recombinant LYPLA2, FP-Rh probe fluorescence polarization | O95372 | inhibition, % at 5.9 µM | 320,000 tested, 0.38% active;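 active means inhibition above the screen-wide mean plus 3 SD, limit set per campaign, cut at about 26% in these data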;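 further: 0% = LYPLA2 with DMSO and 100% = wells lacking LYPLA2 enzyme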
Target sequence (O95372 whole entry, looked up): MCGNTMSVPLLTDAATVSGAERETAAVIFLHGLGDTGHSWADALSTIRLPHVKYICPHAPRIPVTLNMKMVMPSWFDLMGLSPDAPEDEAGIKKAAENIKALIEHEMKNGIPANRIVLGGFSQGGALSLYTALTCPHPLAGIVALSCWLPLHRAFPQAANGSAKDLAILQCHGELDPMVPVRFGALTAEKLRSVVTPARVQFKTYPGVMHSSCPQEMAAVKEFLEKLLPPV
PAFAH2 inh: inhibitors of human PAFAH2; AID 492956; Q99487; 340,000 tested, 0.99% active; recombinant PAFAH2, FP-rhodamine activity probe, fluorescence polarization; inhibition, % at 3.39 µM;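 active means inhibition above the mean over all tested compounds plus 3 SD, cut at about 30% in these data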;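 further: inhibitors block probe labeling of enzyme so polarization drops; 0% = enzyme with DMSO and 100% = wells lacking PAFAH2 protein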
ZTA DNA inh: blocks Epstein-Barr virus ZTA, an EBNA-1 counter-screen; P03206; ZTA-DNA binding, fluorescence polarization; inhibition, % at 11 µM; 320,000 tested, 0.15% active; in the data active means inhibition above about 33%
Target sequence (P03206 whole entry, looked up): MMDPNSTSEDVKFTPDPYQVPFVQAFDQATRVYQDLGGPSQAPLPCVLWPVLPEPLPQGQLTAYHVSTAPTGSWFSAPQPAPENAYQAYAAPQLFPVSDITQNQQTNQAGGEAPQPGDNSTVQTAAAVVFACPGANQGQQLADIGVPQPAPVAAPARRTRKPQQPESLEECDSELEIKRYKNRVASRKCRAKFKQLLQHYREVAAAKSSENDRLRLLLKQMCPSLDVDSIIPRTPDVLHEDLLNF
The depositor's hits bear a star; / = no result given.

SMILES | PREPL inhibitor | LYPLA1 inh | GSTO1 inh | PAFAH1B3 inh | EBNA-1 inhibitor | PAD4 FP inh | LYPLA2 counter | PAFAH2 inh | ZTA DNA inh
Cc1cc(C)n2nc(SC(C)C(=O)N(C)c3ccccc3)nc2n1 (stereo unspecified) | 3 | 3 | / | -8 | / | 2 | 5 | -10 | 4
CCCn1cnc2c(sc3nc4c(cc32)CSC(C)(C)C4)c1=O | 6 | -1 | 7 | 3 | 6 | 2 | 0 | -3 | 0
CCOC(=O)COc1ccc(S(=O)(=O)Nc2cccc(SC)c2)cc1 | -2 | -1 | 3 | 3 | 13 | 0 | -4 | 0 | 3
Cc1ccccc1-c1cc(=O)c2ccccc2o1 | -29 | / | / | 6 | / | 2 | / | -3 | /
CC(C)(C)NC(=O)COC(=O)c1ccccc1Oc1ccccc1 | -4 | 3 | -1 | 1 | 2 | -3 | 12 | 17 | -6
Fc1ccc(-c2nnn(Cc3nc4ccccc4s3)n2)cc1 | -3 | -1 | 4 | -5 | 9 | -2 | 2 | 2 | 13
CCOC(=O)c1oc2ccccc2c1CN1CCN(C)CC1 | -7 | 0 | 5 | -4 | -5 | 0 | 4 | -12 | 5
CC(C)N(Cc1nccn1C)C(=O)CCc1nnc(CCCc2ccccc2)o1 | -5 | -3 | -1 | 4 | -8 | 0 | 1 | -6 | 22
COC(=O)c1ccc(CNC(=O)CNc2cc(C(F)(F)F)ccc2N2CCOCC2)cc1 | 0 | 5 | 6 | 13 | -4 | -2 | -2 | -12 | -2
O=C(COc1ccc2ccc(=O)oc2c1)c1ccccc1 | -9 | 6 | 3 | 3 | -9 | 1 | 4 | 0 | -14
COc1ccccc1CNC(=O)COC(=O)c1ccc(S(=O)(=O)N2CCCCC2)cc1 | 4 | / | / | 17 | / | 1 | / | 10 | /
O=C(O)Cn1c2ccccc2c2ccccc21 | 1 | -2 | 5 | 9 | 0 | 1 | 2 | 2 | -2
CCOc1ccc(CCNS(=O)(=O)c2ccc3c(c2)oc(=O)n3C)cc1OCC | 12 | 1 | 9 | -1 | -16 | 4 | 6 | -1 | 10
O=C(N/N=C/c1c(F)c(F)c(F)c(F)c1F)c1cccc(S(=O)(=O)N2CCOCC2)c1 | -4 | 2 | 2 | 6 | 3 | 1 | 4 | 1 | -8
N#Cc1cccc(NC(=O)C2CCCN(C(=O)c3ccc(Cl)cc3)C2)c1 (stereo unspecified) | -4 | 2 | / | 2 | / | -2 | 10 | 3 | 5
CSc1n[nH]c(NCc2ccc(Cl)cc2)n1 | -4 | 0 | -4 | 9 | 16 | 9 | -3 | 5 | 7
CC(=O)Nc1cc(C(=O)NCc2ccco2)ccc1Sc1ccc(F)cc1 | -5 | 0 | 1 | -5 | -11 | -2 | 9 | -3 | 5
CS(=O)(=O)CCC(C(=O)Nc1ccc2c(c1)OCO2)N1Cc2ccccc2C1=O (stereo unspecified) | 7 | 2 | 4 | 5 | 6 | -3 | 11 | 8 | 6
Cc1nn(C(=O)c2ccccc2)c2c1C(=O)CC(C)(C)C2 | -3 | 5 | -1 | 2 | -6 | 5 | 4 | -3 | 8
Cc1nn(C)c(C)c1S(=O)(=O)N1CCCC(C(=O)N2CCN(c3ccc(Cl)cc3)CC2)C1 (stereo unspecified) | 31 | 2 | 0 | 13 | 14 | -6 | 1 | 2 | 5
Cc1ccc(OC(C)C(=O)OCC(=O)Nc2sccc2C(N)=O)cc1 (stereo unspecified) | 26 | / | / | 1 | / | -1 | / | 7 | /
COc1ccc(OC)c(NC(=S)Nc2ccccc2)c1 | 5 | -2 | 4 | 3 | -10 | 0 | -2 | 2 | -7
Cc1cc(NC(=O)CSc2cn(CC(=O)N(C(C)C)C(C)C)c3ccccc23)no1 | -7 | -2 | 2 | 5 | -3 | 0 | 1 | 4 | -6
COc1ccc(CN2C(=O)Cc3c2nc(N)c2c(N)nc(N4CCCCC4)c(C#N)c32)cc1 | 16 | -7 | 48* | / | -8 | -30 | -10 | / | 9
CCCOC(=O)C(=O)NNc1ccccc1 | -1 | -3 | 0 | 2 | 9 | -4 | -4 | 10 | 1
Cc1ccc(CN2CCN(Cc3ccccn3)CC2CCO)cc1 (stereo unspecified) | 13 | 0 | 3 | 11 | 4 | -1 | 3 | 1 | -17
O=C(CCNC(=O)c1ccccc1Cl)Nc1nc(-c2ccccc2Cl)cs1 | 7 | -7 | -5 | 1 | 0 | -6 | -2 | -4 | -3
Cc1cccc(NC(=O)CN2C(=O)CCSc3ccc(S(=O)(=O)N4CCOCC4)cc32)c1C | 2 | -4 | 5 | -3 | 1 | 3 | -3 | 3 | -1
CCCn1nnc(NC(=O)/C=C/c2ccco2)n1 | 4 | -3 | 6 | 7 | 10 | -2 | -2 | -1 | 6
Nc1c(N)c2ccccc2oc1=O | -1 | -2 | 10 | 1 | 0 | 0 | -1 | 4 | 10

A different layout for two compounds above.
Values run as follows: PREPL inhibitor | LYPLA1 inh | GSTO1 inh | PAFAH1B3 inh | EBNA-1 inhibitor | PAD4 FP inh | LYPLA2 counter | PAFAH2 inh | ZTA DNA inh
- O=C(CCNC(=O)c1ccccc1Cl)Nc1nc(-c2ccccc2Cl)cs1
  7 | -7 | -5 | 1 | 0 | -6 | -2 | -4 | -3
- COc1ccc(CN2C(=O)Cc3c2nc(N)c2c(N)nc(N4CCCCC4)c(C#N)c32)cc1
  16 | -7 | 48* | / | -8 | -30 | -10 | / | 9

Other entries follow:
SMILES | PREPL inhibitor | LYPLA1 inh | GSTO1 inh | PAFAH1B3 inh | EBNA-1 inhibitor | PAD4 FP inh | LYPLA2 counter | PAFAH2 inh | ZTA DNA inh
O=C(N/N=C/c1cn(-c2ccccc2)nc1-c1ccccc1)c1ccco1 | 8 | -19 | 3 | 2 | 9 | 2 | -20 | 4 | 21
Cc1ccccc1NC(=O)c1cc([N+](=O)[O-])ccc1NCCN1C(=O)CCC1=O | 7 | 0 | 1 | 5 | 1 | -3 | -1 | 1 | 1
COc1ccc(Nc2cc(C)nc(N3CCOCC3)n2)cc1 | 12 | -1 | 2 | 6 | 10 | 1 | 2 | -2 | 6
O=C(NCc1ccc2c(c1)OCO2)c1cc(-c2ccccn2)nc2ccccc12 | 7 | -1 | -6 | -2 | 1 | 2 | 0 | 7 | 5
CCN(CC)CCCNC(=O)C1c2cc(OC)c(OC)cc2C(=O)N(C)C1c1cccnc1 (stereo unspecified) | -2 | 0 | 0 | 0 | -8 | 1 | 4 | -5 | 3
CCOCCCNC(=O)CCNS(=O)(=O)c1ccc(C)cc1 | 9 | 0 | 1 | 5 | -2 | -10 | 5 | -4 | -5
COc1ccc(OC)c(NC(=O)C2CCN(S(=O)(=O)c3ccc4c(c3)OCCO4)CC2)c1 | 2 | -3 | 6 | 4 | -2 | 3 | -1 | 2 | 5
O=C(NCCc1cnccn1)C1CCC(=O)N(Cc2ccc(Cl)cc2)C1 (stereo unspecified) | -3 | 2 | 7 | 13 | -1 | 4 | 5 | 3 | -17
CC(=O)Nc1ccc(NC(=O)C2C3CCC(C3)C2C(=O)O)cc1 (stereo unspecified) | 10 | 3 | 6 | 5 | 0 | 1 | 2 | 6 | -11
COc1ccc(Cl)cc1N(C(C)C(=O)NC1CCCC1)S(C)(=O)=O (stereo unspecified) | 0 | 1 | 7 | 5 | 6 | -2 | -2 | -2 | 20
COc1ccc(NC(=O)Cn2nnc(C(=O)NCc3ccc(C)cc3)c2N)cc1Cl | -7 | -5 | -2 | 1 | 21 | -2 | -7 | -5 | 6
CSc1ncccc1C(=O)OCC(=O)c1ccc2c(c1)NC(=O)CO2 | -3 | 3 | 12 | 7 | 7 | 1 | 6 | -6 | 8
Cc1csc(NC(=O)CSc2nc3nc(C)cc(C)n3n2)n1 | 4 | 5 | / | 1 | / | -2 | 2 | 6 | -12
CCOC(=O)/C(=C\c1cccc(O)c1)c1nc2sc(C)c(C)c2c(=O)[nH]1 | -3 | -2 | -3 | -3 | -7 | 1 | -2 | 11 | 9
COc1cccc(NC(=S)NCc2ccccn2)c1 | 3 | -2 | 1 | 13 | 0 | 1 | -3 | -7 | -8
COc1cc(OC)c(/C=N/NC(=O)Cn2nc([N+](=O)[O-])cc2C)c(OC)c1 | 8 | -2 | 2 | 6 | -7 | -3 | -6 | -3 | -1
COc1cccc(-c2ncc3ccccc3c2COC(=O)c2ccc(Br)cc2)c1 | 15 | -1 | / | -3 | / | 0 | -3 | -8 | -7
O=C(CCC(=O)c1cccs1)NNC(=O)c1ccccc1O | 15 | -1 | 26 | 9 | 0 | -5 | -5 | 15 | 5
COc1ccccc1-n1c(-c2ccc(Cl)cc2)c[nH]c1=S | 1 | 1 | 6 | 5 | -2 | 1 | -2 | 4 | 4
Nc1ccccc1C#CCCCCO | 8 | -1 | -2 | -6 | -11 | -7 | -7 | -4 | 0
CC(C)(C)OC(=O)NCCc1nnc(SCC(=O)Nc2ccc(Br)cc2)o1 | 1 | -2 | 4 | -1 | -5 | 9 | -2 | 8 | 1
Cc1cc(C)cc(NC(=S)/C(=C(\[O-])c2ccc(Cl)cc2Cl)[n+]2ccc(C(C)(C)C)cc2)c1 | 5 | 0 | -7 | 0 | -17 | -5 | -2 | -5 | 4
CCN(CC(=O)NCc1ccc(Cl)cc1)C(=O)c1c(C)noc1C | 6 | 3 | / | 8 | / | -8 | 8 | 0 | -5
Cc1ccc(S(=O)(=O)N2CCCC2CNC(=O)C(=O)NCCN2CCOCC2)cc1 (stereo unspecified) | 2 | 2 | 16 | 7 | -8 | 0 | -1 | -2 | -4
CC(=O)Oc1ccccc1C1OCCN1C(C)=O (stereo unspecified) | -1 | 3 | 0 | 3 | -5 | 3 | 3 | -6 | -1
COc1ccc(-c2cc(=O)oc3c(C)c(OCc4nn[nH]n4)ccc23)cc1 | 4 | -2 | -6 | 9 | 14 | -2 | 6 | 2 | 9
N#CC1(NC(=O)COc2ccc3ccc(=O)oc3c2)CCCCC1 | -7 | 3 | 4 | 6 | -12 | -4 | 3 | -1 | -5
CC(C)Oc1cccc(C(=O)NC(=S)Nc2cccc(C(F)(F)F)c2)c1 | -9 | -7 | 0 | 4 | 4 | 3 | -10 | -3 | 20
CCCO/N=C1/C(=O)N(c2ccccc2)c2ccccc21 | 2 | 1 | 0 | -8 | 3 | 5 | -3 | -6 | 8
Cc1cc(=O)cc(C)n1-c1ccccc1N | -5 | 0 | 6 | 6 | -9 | -1 | -1 | 4 | -16
O=C(NNS(=O)(=O)c1ccc2ccccc2c1)C1CCN(Cc2ccccc2)CC1 | 9 | 0 | 3 | -11 | 1 | -3 | -3 | 1 | 11
O=C(CCN1C(=O)/C(=C\c2ccccc2)SC1=S)NNC(=O)c1cccnc1 | -32 | 3 | 9 | 7 | 2 | 3 | 3 | 5 | -18
CCOC(=O)C1=C(C)N(CCCC(=O)O)C(=O)NC1c1ccc(Cl)cc1Cl (stereo unspecified) | 5 | -4 | 9 | 1 | -4 | 3 | -3 | -4 | 14
Nc1cccc(NC(=O)CCC(=O)NCc2ccco2)c1 | 4 | -6 | 4 | -1 | -1 | 1 | -1 | -11 | -1
O=C(CSc1nnc(CNc2ccc(F)cc2)n1Cc1ccccc1)NCc1ccccc1 | 1 | 0 | 0 | -5 | 5 | -1 | 0 | 1 | 4
CC(C)(C)OC(=O)C[C@H]1C/C=C\C[C@H](CC(=O)N(CCO)Cc2ccccc2)C(=O)N[C@H](C(C)(C)C)COC1=O | 14 | / | / | 7 | / | 2 | / | 5 | /
O=C(c1ccco1)N1CCN(C(=O)C2CC2)CC1 | -2 | -2 | 1 | 4 | 3 | -1 | 0 | -2 | 14
CN1C(=O)Cc2cc(S(=O)(=O)N3CCOCC3)ccc21 | 11 | 1 | -2 | 2 | -7 | -3 | 1 | -6 | 7
Cc1c(NC(=S)NCc2ccc(F)cc2)cccc1[N+](=O)[O-] | 4 | 3 | -1 | 6 | 9 | -1 | -5 | -11 | -13

The list is partial. The share of hits here may be higher or lower than overall.
